Compound activity: PubChem BioAssay, several laboratories
APP 5UTR inh = inhibitors of APP translation via 5'UTR reporter, primary screen, APP 5'UTR luciferase, SH-SY5Y cells. SH-SY5Y APP 5'UTR-luciferase reporter, luminescence. inhibition, % at 2 µM. actives 0.82% (n = 190,000). AID 1285, 2008;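 active = inhibition above a set limit, derived from the sample mean plus 3 SD, cut at about 45% in these data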; also: values of inactives mirror those of a sister screen read the other way
TNAP act hiacc = TNAP activators at high phosphate acceptor level, primary screen, biochemical, luminescence, uHTS; Alkaline phosphatase, tissue-nonspecific isozyme (Homo sapiens), P05186; purified TNAP, CDP-star luminescence, 1 M DEA, 30 min; hits give high values; 0 = EDTA background, 1 = DMSO-only activity; activation factor at 20 µM; 200,000 tested, under 10 active; AID 1136, 2008;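 active = activation factor at least 2 at 20 µM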
Target sequence (P05186 whole entry, looked up): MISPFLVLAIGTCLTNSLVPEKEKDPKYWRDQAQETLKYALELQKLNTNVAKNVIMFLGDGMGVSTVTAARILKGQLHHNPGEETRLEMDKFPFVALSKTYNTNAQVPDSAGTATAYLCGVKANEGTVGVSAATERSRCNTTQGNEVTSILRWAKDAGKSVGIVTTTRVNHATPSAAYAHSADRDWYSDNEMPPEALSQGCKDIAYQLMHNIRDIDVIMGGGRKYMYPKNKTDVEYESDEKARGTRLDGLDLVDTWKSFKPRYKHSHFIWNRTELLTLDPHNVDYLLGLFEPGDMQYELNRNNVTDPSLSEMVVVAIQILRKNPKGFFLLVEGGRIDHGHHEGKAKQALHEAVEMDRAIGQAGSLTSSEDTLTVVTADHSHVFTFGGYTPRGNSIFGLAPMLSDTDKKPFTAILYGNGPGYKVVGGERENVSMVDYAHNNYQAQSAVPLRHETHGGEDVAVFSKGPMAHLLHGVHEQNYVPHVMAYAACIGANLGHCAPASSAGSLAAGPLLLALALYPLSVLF
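Measured by: Luminescent substrate turnover signal | Test system: Human TNAP | Input: TNAP 1/800 final | Dosing: 20 µM single point | Schedule: 30 min, room temperature | Controls: EDTA wells as negative control, DMSO wells as positive control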
TNAP inh no acc = human TNAP enzyme inhibitors, primary screen, biochemical, luminescent, no phosphate acceptor, uHTS; actives 0.26% (n = 200,000); AID 1012, 2008; inhibition, % at 20 µM; Alkaline phosphatase, tissue-nonspecific isozyme (Homo sapiens), P05186; purified TNAP, CDP-star luminescence, 30 min;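 active = tissue-nonspecific alkaline phosphatase inhibition above about 50% at 20 µM in the single-dose screen, limit read from the data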;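 also: 0% = DMSO negative control and 100% = EDTA positive control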
TNAP inh hiacc = human TNAP enzyme inhibitors, primary screen, biochemical, luminescent, high phosphate acceptor level, uHTS | Alkaline phosphatase, tissue-nonspecific isozyme (Homo sapiens), P05186 | purified TNAP, CDP-star luminescence, 1 M DEA | inhibition, % at 20 µM | actives 0.03% (n = 200,000);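 active = over 50% inhibition of tissue-nonspecific alkaline phosphatase at 20 µM in the single-dose screen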;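 also: plate controls were DMSO wells for no effect and EDTA-quenched wells as full inhibition for full effect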
bIAP inh = bovine intestinal alkaline phosphatase inhibitors, primary screen, selectivity assay for TNAP inhibitor project, biochemical, bovine IAP, CDP-star luminescence. purified bovine IAP, 30 min. alkaline phosphatase, intestinal [Bos taurus]. 190,000 tested, under 10 active. inhibition, % at 20 µM;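 active = over 50% inhibition of intestinal alkaline phosphatase at 20 µM in the single-dose screen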
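Incubation: 30 min reaction at room temperature / Material: purified bovine intestinal alkaline phosphatase (IAP) enzyme / Input: enzyme at 1/65,000,000 dilution / Dosing: 20 µM single dose / Signal: CDP-star luminescence signal / Reagent: CDP-star chemiluminescent phosphatase substrate, 30 µM final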
FLuc stim CS = FLuc activators, initial screening, artefact control for FLuc-dependent activation tests, biochemical, ATPlite luminescence; 200,000 tested, under 10 active; ATPlite luciferase biochemical, 10 min; 0 = ATP-free wells, 1 = DMSO control; activation factor at 10 µM;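 active = luciferase activation factor, scaled between plate controls, of at least 2 with compound at 10 µM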
Target sequence (P08659 whole entry, looked up): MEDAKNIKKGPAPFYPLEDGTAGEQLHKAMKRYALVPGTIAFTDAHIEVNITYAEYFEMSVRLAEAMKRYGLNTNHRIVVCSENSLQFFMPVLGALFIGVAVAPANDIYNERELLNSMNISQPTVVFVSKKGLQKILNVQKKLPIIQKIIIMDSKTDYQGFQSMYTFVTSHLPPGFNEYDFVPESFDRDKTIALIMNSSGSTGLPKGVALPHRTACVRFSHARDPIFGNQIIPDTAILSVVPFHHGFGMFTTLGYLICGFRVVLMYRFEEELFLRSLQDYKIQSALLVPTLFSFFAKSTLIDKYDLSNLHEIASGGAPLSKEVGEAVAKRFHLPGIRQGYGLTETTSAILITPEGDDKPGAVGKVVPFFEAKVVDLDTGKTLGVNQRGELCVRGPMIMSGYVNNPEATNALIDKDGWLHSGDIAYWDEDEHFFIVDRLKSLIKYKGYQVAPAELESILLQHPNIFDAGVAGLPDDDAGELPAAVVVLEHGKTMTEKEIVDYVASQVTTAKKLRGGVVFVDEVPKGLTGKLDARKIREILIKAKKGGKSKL
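System: cell-free luciferase reagent; medium: PBS as buffer for the ATP substrate; doses: test compounds dosed from 2 mM stocks in 100% DMSO; incubation: 10 min, room temperature; measured by: luminescence from luciferase reaction; read-out: luciferase activation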
RAM network inh = inhibitors of the yeast RAM network, primary screen, dse1pr::URA3 reporter, 5-FOA selection | actives 1.8% (n = 190,000) | S. cerevisiae dse1pr::URA3 reporter, 5-FOA growth OD615, 2 d; analog-sensitive cbk1-as2 kinase mutant strain | inhibition, % at 50 µM;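 active = inhibition above a set limit, 3 SD over mean compound inhibition, cut at about 8.4% in these data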;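 also: 0% = DMSO-only wells with no growth and 100% = 10 µM 1-NA-PP1 full growth; inhibition rescues growth on 5-FOA so higher OD means more RAM inhibition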
Lmaj promast = Leishmania major promastigote growth inhibition, primary screen. Leishmania major promastigotes, resazurin fluorescence viability. inhibition, % at 10 µM. actives 9% (n = 200,000); in the data active = inhibition above about 50%;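 also: promastigotes grown with compound for 44 hours at 28 °C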
FLuc inh counter = firefly luciferase enzyme inhibitors, primary screen, artefact control for luciferase-based inhibitor screens, biochemical, luminescence, ATPLite. Luciferin 4-monooxygenase (Photinus pyralis), P08659. 10 min. inhibition, % at 10 µM. actives 1.5% (n = 200,000). AID 1006, 2008;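 active = inhibition above about 50% when tested at 10 µM, limit read from the data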
bIAP act = bovine intestinal alkaline phosphatase activators, primary screen, biochemical, bovine IAP, CDP-star luminescence; activation factor at 20 µM; purified bovine IAP, 30 min; hits give high values; fold of DMSO-control signal, blank-subtracted; actives 0.17% (n = 200,000);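 active = activation factor of 2 or more at 20 µM, a signal rise over negative controls twice the positive control's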
* = called active by the depositor; . = no result given.

SMILES	APP 5UTR inh	TNAP act hiacc	TNAP inh no acc	TNAP inh hiacc	bIAP inh	FLuc stim CS	RAM network inh	Lmaj promast	FLuc inh counter	bIAP act
CC(C)CC(O)C1CCN(C(=O)CCc2nnc(-c3ccccc3)o2)CC1 (stereo not given)	-10	1	-3	0	-5	1	-0.8	-2	-1	1
N#Cc1cc(-c2ccccc2)cnc1Sc1ccccc1	.	1	-1	2	3	0.9	9.2*	0	6	1
OCCN(Cc1ccccc1)CC1CC=CCC1 (stereo not given)	-8	1	-7	-3	14	1.1	1.3	9	-6	0.9
O=C(CC(=O)NCc1cccnc1)NCc1cccnc1	0	1.1	-12	-6	24	1	0.8	-7	-3	0.8
CC(C)c1nnc(SCC(=O)NC(C)(C)C)n1C	-17	1	-6	-4	1	1	2.5	-5	-3	1
CCSc1nccc(-c2nn(-c3ccc(C)cc3)ccc2=O)n1	.	1.1	-11	-7	16	1.1	2.7	8	-5	0.8
COc1ccccc1NC(=O)C1CCCN(S(=O)(=O)c2cnc[nH]2)C1 (stereo not given)	0	1	-5	-4	2	1	1.7	-3	-2	1
CC(=O)c1c(C)[nH]c(C(=O)OCc2ccc(Br)cc2)c1C	-27	1.1	-15	-5	0	1	6.8	21	-3	1
CC(=O)Nc1cccc(/C(C)=N/NC(=O)c2ccc(Cl)cc2Cl)c1	-29	1.1	3	-6	-7	0.9	-1.0	-1	11	1.1
COc1cc(/C=C/C(=O)c2ccc(O)cc2)ccc1OCC#N	15	0.9	1	7	8	0.9	1.1	99*	11	0.9

A second format for 3 compounds above.
smiles: COc1ccccc1NC(=O)C1CCCN(S(=O)(=O)c2cnc[nH]2)C1 (stereo not given)
  APP 5UTR inh: 0; TNAP act hiacc: 1; TNAP inh no acc: -5; TNAP inh hiacc: -4; bIAP inh: 2; FLuc stim CS: 1; RAM network inh: 1.7; Lmaj promast: -3; FLuc inh counter: -2; bIAP act: 1
smiles: CC(=O)Nc1cccc(/C(C)=N/NC(=O)c2ccc(Cl)cc2Cl)c1
  APP 5UTR inh: -29; TNAP act hiacc: 1.1; TNAP inh no acc: 3; TNAP inh hiacc: -6; bIAP inh: -7; FLuc stim CS: 0.9; RAM network inh: -1.0; Lmaj promast: -1; FLuc inh counter: 11; bIAP act: 1.1
smiles: N#Cc1cc(-c2ccccc2)cnc1Sc1ccccc1
  APP 5UTR inh: .; TNAP act hiacc: 1; TNAP inh no acc: -1; TNAP inh hiacc: 2; bIAP inh: 3; FLuc stim CS: 0.9; RAM network inh: 9.2*; Lmaj promast: 0; FLuc inh counter: 6; bIAP act: 1

More records:
SMILES	APP 5UTR inh	TNAP act hiacc	TNAP inh no acc	TNAP inh hiacc	bIAP inh	FLuc stim CS	RAM network inh	Lmaj promast	FLuc inh counter	bIAP act
O=C(NNc1nc2cc3c(cc2s1)OCO3)c1ccccc1	-23	1	-157	-1	3	1	6.4	15	3	1
CCNC(=S)NNC(=O)c1ccccn1	10	1	-161	2	5	1	-0.3	0	-1	1
Cc1ccc(-c2nnc(SCC#N)n2N)cc1	6	1.1	-13	-7	14	1.1	1.5	-5	-8	0.9
O=C(O)C1CCCN(S(=O)(=O)c2ccc(Br)cc2)C1 (stereo not given)	-9	1.1	-18	-6	4	1.1	0.3	-9	-6	1
COC(=O)c1sc(NC(=O)CSc2nncs2)c(C(=O)OC)c1C	-10	1	-11	-3	-1	1.1	5.0	9	-5	1
NC(=O)CC(c1ccccc1)c1ccco1 (stereo not given)	0	1	-5	-3	0	1.1	3.3	-6	-10	1
COC(=O)c1cc(NC(=O)Nc2ccccc2)ccc1Cl	-15	1	0	-4	44	0.8	2.8	22	15	0.6
O=C(COC(=O)c1ccccc1NC(=O)c1ccco1)Nc1ccc2c(c1)OC(F)(F)O2	-13	1	-4	0	16	1.1	3.4	2	-6	0.8
O=C1C2C(C(=O)N1c1ccncc1)C1C=CC2C12CC2 (stereo not given)	0	1	-9	-2	8	1	0.6	-5	-3	0.9
O=C(CCC1CCCCC1)Nc1c2c(nn1-c1ccc(F)cc1)CS(=O)C2 (stereo not given)	15	1	-10	1	-2	1	2.6	-3	0	1
COc1ccc(C(C)NC(=S)NC2CCCC2)cc1OC (stereo not given)	-12	1	-32	3	10	1.1	0.0	-2	-8	0.9
Cc1ccc(CN2CCNC(=O)C2CC(=O)NC2CCCCCC2)o1 (stereo not given)	-2	1	-6	-3	-9	1.1	0.9	-4	-7	1.1
CNc1nnc(-c2cc3ccccc3oc2=O)s1	-101	1	-7	0	.	0.6	2.3	12	43	0.1
CN(C)c1ccc(CN(C(=O)C2COc3ccccc3O2)C2CCS(=O)(=O)C2)cc1 (stereo not given)	-2	1	-10	-5	-5	1	3.0	4	-4	1
CCOC(=O)COc1ccc(-c2nnc(-c3ccccc3)o2)cc1	8	1	-9	-4	13	0.8	1.6	-8	15	0.9
Cc1cc(NC(=O)c2ccccc2F)ncc1NC(=O)c1cccs1	-21	1	-9	1	8	0.9	0.0	-5	10	0.9
CC(=O)Nc1ccc(S(=O)(=O)NNC(=O)COc2cc(C)ccc2C(C)C)cc1	-11	1.1	-2	-6	3	1	1.2	-3	-4	1
Cn1c(=O)n(C)c2cc(S(=O)(=O)N3CCCc4ccccc43)ccc21	-17	1	-8	0	-4	1.1	0.0	48	-7	1
CC(=O)c1ccc(-n2nnnc2SCC(=O)Nc2cccc(NC(=O)c3ccco3)c2)cc1	15	1	2	-5	0	1.1	6.6	1	-9	1
Cc1csc(SCC(=O)Nc2sccc2C#N)n1	-192	1	-16	-3	-18	0.8	0.6	0	21	1.2
CCOc1cc(C(=O)Nc2ccc3c(c2)OCO3)ccc1OC(F)F	-26	1.1	-14	-6	18	1	7.1	4	1	0.8
O=C(CCl)NCc1c(Cl)cccc1-n1cccc1	-17	1	-3	1	4	1	2.5	14	-2	1
CCOc1ncccc1C(=O)OCc1ccc(C#N)cc1	6	1	-8	-2	4	1	3.0	-4	-1	1
O=C(CSc1nnc(CNC(=O)C23CC4CC(CC(C4)C2)C3)n1-c1ccc(F)cc1)Nc1ccccc1	-11	1	-9	-2	10	1.1	2.6	4	-6	0.9
COc1cc(OC)cc(-c2nnc(SCc3c(F)cccc3Cl)o2)c1	-24	1	-8	-5	9	1.1	8.9*	3	-8	0.9
C=CCn1c(SCC(=O)c2cc(C)n(C)c2C)nnc1-c1ccncc1	-12	1	-18	-5	-3	1	1.5	3	-4	1
CCOc1ccc2nc(SCC(=O)Nc3cccc(S(=O)(=O)NC4=NCCCCC4)c3)[nH]c2c1	-12	1	-33	1	-31	0.9	2.1	28	11	1.3
Cc1cc2c(=O)[nH]c(Cc3ccccc3)nc2s1	2	1.1	-7	-6	16	1.1	1.2	-4	-7	0.8
O=c1c(-c2ccccc2)cnc2n1CCS2	3	1	-11	-5	-3	1.1	0.5	-5	-7	1
Cc1ccc(NC(=O)CSc2ncccc2C(=O)Oc2cccc([N+](=O)[O-])c2)cc1Cl	-46	1.1	-4	-7	6	1	1.3	70*	-2	0.9
O=c1c2ccccc2ncn1CCOCCOc1ccc([N+](=O)[O-])cc1	5	1.1	-9	-5	-5	1	1.5	-11	-4	1
CCn1c(/C=C/Nc2ccccc2)[n+](CC)c2ccc(C(=O)OCC(F)(F)F)cc21	0	1.1	-6	-6	-30	1	1.0	42	-5	1.3
Cc1cc(C)cc(NC(=O)CN2CCN(c3ncccn3)CC2)c1	9	1.1	-8	-9	3	1	0.1	1	-4	1
CCN(c1ccc(NC(=O)COC(=O)c2ccc3ccccc3n2)cc1)C(C)C	6	1	-5	-3	-4	1	2.4	-6	3	1
O=C(NCc1ccccc1)C1=C[C@H](C2CC2)C[C@H](OCCCCO)O1	4	1	-2	-3	3	1.1	0.4	0	-7	1
CC1CCCN(C(=O)Cc2ccc(F)cc2)C1 (stereo not given)	-8	1	-5	-2	5	1.1	1.0	-7	-8	1
O=C(c1cccc2cccc(O)c12)N1CCCCC1	-2	1	-8	-4	6	1	-0.8	-8	-4	0.9
CC(C)c1ccc(CN(C)CC(O)c2ccccc2)cc1 (stereo not given)	-32	1	-14	-4	-12	1	1.4	75*	-4	1.1
O=C(O)c1cnn2c1C(=O)N(Cc1cccs1)CC2	-8	1	-13	-3	1	1	1.6	-4	-4	1
CCOC(=O)C1(Cc2ccccc2C)CCCN(C(=O)c2ccccn2)C1 (stereo not given)	-36	1	1	3	-6	1	1.7	-5	-3	1.1
CCN(CC)CCCN1C(=O)C(O)=C(C(C)=O)C1c1cccc(OC)c1 (stereo not given)	-10	1.1	-9	-8	4	1	1.7	24	-3	1
CCOc1cc(NC(=S)NCCCN2CCOCC2)c(OCC)cc1NC(=O)c1ccc(C)cc1	6	1.1	-2	-7	-8	1	0.8	22	-1	1.1
COc1ccc(C2NN=C(c3ccc(C)cc3)S2)cc1OC (stereo not given)	-164	1	-10	-5	-6	0.2	3.7	15	79*	1.1
O=[N+]([O-])c1ccc2[nH]ncc2c1	0	1	-6	1	3	1	0.9	-2	-4	1
Cc1noc(C)c1S(=O)(=O)NC1CCN(Cc2ccccc2)CC1	-25	1.1	9	-9	-2	1.1	2.0	0	-11	1
O=C(Nc1ccccc1C(=O)NCc1ccccc1)c1ccco1	-8	1.1	-12	-6	17	1	1.6	18	-1	0.8
COc1cc2nc(N(C)C)nc(N)c2cc1OC	4	1	-12	-4	-2	1.1	0.8	100*	-5	1
COc1ccc(NC(=O)C(CC(C)C)NC(=O)C2CCC(C)CC2)c(OC)c1 (stereo not given)	1	0.9	-10	5	1	1	-0.5	33	4	1
Cc1cccc(OCC(=O)N2CCN(C(=O)c3ccc([N+](=O)[O-])cc3)CC2)c1	0	1	-4	0	11	1.1	0.9	-1	-7	0.9
CCOC(=O)C(CC)Sc1nc(N)c(NC(=O)c2ccc(OC)c(OC)c2)c(=O)[nH]1 (stereo not given)	14	1.1	-5	-6	4	1.1	1.9	-9	-7	1
Additional records follow.
SMILES	APP 5UTR inh	TNAP act hiacc	TNAP inh no acc	TNAP inh hiacc	bIAP inh	FLuc stim CS	RAM network inh	Lmaj promast	FLuc inh counter	bIAP act
COc1ccc(C)cc1NC(=O)C(=O)NNC(=O)c1ccco1	.	1	-137	-1	-55	1.1	2.1	-8	-7	1.5
CC1CC(C)CN(c2ccc([N+](=O)[O-])nc2)C1 (stereo not given)	-19	0.8	1	16	21	1	0.2	10	-3	0.8
CC(C)N(CCO)C(=O)C(c1ccccc1)c1ccccc1	4	1.1	-8	-5	-5	1	-0.5	-4	0	1
CC(C)CNS(=O)(=O)c1ccc(S(=O)(=O)N2CCN(CCC#N)CC2)cc1	-2	1	-2	1	13	1	0.6	-9	-5	0.9
